# AmpC det inh – AmpC beta-lactamase inhibition, detergent assay | purified AmpC, nitrocefin hydrolysis with detergent | actives 0.09% (n = 71,000) | P00811 | Potency, µM (top dose mostly 28.7 µM), inactives show at the top dose activity change, negative = inhibition | AID 584; active = well fitted curve in the direction sought with a large enough effect
# Target sequence (P00811 whole entry, looked up): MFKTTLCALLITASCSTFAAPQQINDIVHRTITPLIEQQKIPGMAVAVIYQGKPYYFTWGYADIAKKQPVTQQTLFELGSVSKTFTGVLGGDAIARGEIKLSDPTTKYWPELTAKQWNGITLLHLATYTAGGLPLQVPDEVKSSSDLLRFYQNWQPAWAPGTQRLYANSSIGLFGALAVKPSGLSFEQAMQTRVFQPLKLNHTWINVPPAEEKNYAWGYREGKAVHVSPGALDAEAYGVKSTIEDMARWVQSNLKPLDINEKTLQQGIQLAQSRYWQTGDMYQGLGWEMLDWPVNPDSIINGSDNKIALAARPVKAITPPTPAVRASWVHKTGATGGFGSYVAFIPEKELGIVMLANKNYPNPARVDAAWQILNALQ
#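 E. coli AmpC (5.3 nM) in 20 mM phosphate pH 7.0 with 0.01% Triton X-100, preincubated 15 min RT with compound; nitrocefin (2 uL of 800 uM stock) hydrolysis followed by 480 nm absorbance every 20 s over 4 min.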
# * marks the source's active call; other numbers are inactive results; & = joins results of further samples; [ ] = dose if it differs, or a comment. % is set by controls: 0 for no effect and ±100 for the full control effect; potency is the fitted concentration of half-maximal effect. Not all compounds are listed, so the mix of outcomes need not match the whole.
SMILES,AmpC det inh
Cc1ccc(S(=O)(=O)N2CCC(C(=O)NCCN3CCCCCC3)CC2)cc1,1%
CC(CCc1ccco1)NC(=O)Cn1ncc2c(=O)oc3ccccc3c21 (stereo unspecified),14%
CC(C)=C1C2CC2C2C(C(=O)O)C12 (stereo unspecified),1%
O=C(Nc1cccnc1)c1cnn2cccnc12,-6%
CCCn1c(-c2ccc(F)cc2)nc2c(NC(C)CN(C)C)nc(C)nc21 (stereo unspecified),14%
CCCN1C(=O)c2cc(C(=O)NCc3cccs3)ccc2C1O (stereo unspecified),9%
CC(=O)Nc1nn(C)c2nc3cc(C)ccc3cc12,-1%
O=C1CCCN1CC(CN1CCOCC1)Sc1nc2ccccc2c(=O)n1-c1ccccc1 (stereo unspecified),-4%
CN1CCc2c(sc3nc(SCC(=O)N4CCOCC4)nc(N)c23)C1,-2%
CN(C)C(=O)CSc1nnc(-c2cccnc2)n1-c1ccccc1,11%
CCc1c(C)c2ccc(OCC(=O)OC)cc2oc1=O,-4%
Cc1cc(C)n(-c2nncc(-c3ccccc3)n2)n1,18%
O=S(=O)(c1cccc2cccnc12)n1cnc2ccccc21,-2%
O=C(CN1CCCN(S(=O)(=O)c2ccc(F)cc2)CC1)Nc1ccccc1Br,16%
Cc1ccc(NS(=O)(=O)c2ccc(CCC(=O)N3CCOCC3)cc2)cc1,-2%
CCN(CC)CCn1cnc2c([nH]c3cccc(OC)c32)c1=O,-9%
O=C(CSc1nnc(-c2ccccc2Br)o1)Nc1cccc2ccccc12,13%
Fc1ccc(N2CCN(c3nc(-c4ccco4)cc(C(F)(F)F)n3)CC2)cc1,18%
CCOC(=O)c1sc(N)c(C#N)c1CSc1nc2ccc(OCC)cc2[nH]1,-1%
CC(=O)NNC(=O)N1Cc2ccccc2Oc2ccc(Cl)cc21,-6%&-8%
N#Cc1ccc(NC(=O)c2cc3cc4c5c(c3oc2=N)CCCN5CCC4)cc1,-1%
Oc1ccc(COCc2ccccc2)c2cccnc12,-1%
NC(=O)c1ccccc1[N+](=O)[O-],11%
COC(=O)c1[nH]c(=O)c2ccccc2c1OCc1ccccc1,2%
O=C(COc1cc(Cl)c(Cl)cc1Cl)NCCN1CCOCC1,-3%

# Entries listed so far with a carbonyl joined to an NH by a bond outside any ring (11):
SMILES,AmpC det inh
Cc1ccc(S(=O)(=O)N2CCC(C(=O)NCCN3CCCCCC3)CC2)cc1,1%
CC(CCc1ccco1)NC(=O)Cn1ncc2c(=O)oc3ccccc3c21 (stereo unspecified),14%
O=C(Nc1cccnc1)c1cnn2cccnc12,-6%
CCCN1C(=O)c2cc(C(=O)NCc3cccs3)ccc2C1O (stereo unspecified),9%
CC(=O)Nc1nn(C)c2nc3cc(C)ccc3cc12,-1%
O=C(CN1CCCN(S(=O)(=O)c2ccc(F)cc2)CC1)Nc1ccccc1Br,16%
O=C(CSc1nnc(-c2ccccc2Br)o1)Nc1cccc2ccccc12,13%
CC(=O)NNC(=O)N1Cc2ccccc2Oc2ccc(Cl)cc21,-6%&-8%
N#Cc1ccc(NC(=O)c2cc3cc4c5c(c3oc2=N)CCCN5CCC4)cc1,-1%
NC(=O)c1ccccc1[N+](=O)[O-],11%
O=C(COc1cc(Cl)c(Cl)cc1Cl)NCCN1CCOCC1,-3%

# (listing goes on)
SMILES,AmpC det inh
CCOC(=O)C1CCCCN1Cc1ccccc1C(F)(F)F (stereo unspecified),-1%
c1csc(CNc2cc(-c3ccoc3)ncn2)c1,10%
O=C(CSc1n[nH]c(-c2cccs2)n1)N1CCN(S(=O)(=O)c2ccccc2)CC1,-1%
CC(Cl)Cl,7%
CCN1C(=O)/C(=C2/C=CC=CN2C)SC1=S,-5%
CCOCCCNC(=O)C1CCN(S(=O)(=O)N2CC(C)CC(C)C2)CC1 (stereo unspecified),2%
CC1(C)CC(C(=O)Nc2nccs2)CCO1 (stereo unspecified),-5%
COc1cccc(Nc2ncc3ncc(=O)n(CCC#N)c3n2)c1,0%
COC(=O)c1c(NC(=O)CN2CCN(C(=O)c3ccco3)CC2)c2c(C)cccc2n1C,-1%
COC(=O)[C@@H](NC(=O)NC1CCCc2ccccc21)C(C)C (stereo partly specified),1%
CC(=NCc1ccc2c(c1)OCO2)c1c(O)n(C)c(=O)n(C)c1=O,-4%
CN1CCN(c2nccc3c2ncn3C)CC1,0%
CC(C)CCNC(=O)CN(CCCN1CCOCC1)C(=O)Cn1nnc(-c2ccc(F)cc2)n1,-1%
COC(=O)c1nnc(-c2ccccc2)c(-c2ccccc2)n1,1%
O=C(NCC1CC1)[C@H]1C[C@@H]1[C@H](NP(=O)(c1ccccc1)c1ccccc1)c1ccccc1,0%
COc1ccc(CCNC(=O)c2c[nH]c3ccccc3c2=O)cc1OC,-4%
CCOC(=O)N1CCC(NC(=O)C2CCN(S(=O)(=O)N3CCC(C)CC3)CC2)CC1,1%
O=C(Cn1nnc2ccccc21)NC1CCCCC1,-1%
CC(C)C(NS(=O)(=O)c1ccc2c(c1)oc(=O)n2C)C(=O)N1CCN(c2ccccc2F)CC1 (stereo unspecified),15%
COc1ccc(C(CNC(=O)CN2C(=O)NC3(CC(C)CC(C)(C)C3)C2=O)N2CCOCC2)cc1 (stereo unspecified),11%
O=C(CN1CCCC1=O)N1CCOCC1,-2%
Cc1ccc2c(c1)N(CC(=O)Nc1ccc3c(c1)OCCO3)C(=O)CO2,10%
O=C(CSC1=NCCS1)NCc1ccco1,1%
C=COC(C)=O,8%
O=C(NCCC1=CCCCC1)C1CCN(S(=O)(=O)c2cccc3nsnc23)CC1,-2%
# Other entries.
SMILES,AmpC det inh
O=C(c1cc2n(n1)C(C(F)(F)F)CC(c1ccc(Cl)cc1)N2)N1CCCC1 (stereo unspecified),13%
Cc1noc(C)c1S(=O)(=O)NC1CCCc2ccccc21 (stereo unspecified),-3%
COc1ccc(NC(=O)CN2CCN(CC(=O)Nc3ccccc3Cl)CC2)cc1Cl,-5%
c1ccc(-c2cnc(CSc3ncnc4sccc34)o2)cc1,1%
CSc1ccccc1N=Cc1nc(-c2ccccc2)oc1O,-4%
Cc1cc2nc(SCC(=O)Nc3nonc3C)c3c(c2cc1C)CCCC3,1%
CCOC(=O)/C(C#N)=C(/C)c1ccc(OC)cc1,6%
Cc1cc(S(=O)(=O)NCC(C)C)ccc1OCC(=O)NCc1ccccn1,-2%
O=C(Nc1ccccc1NC(=O)c1c(F)c(F)c(F)c(F)c1F)c1c(F)c(F)c(F)c(F)c1F,-2%
Cc1ccc2c(c1)c(C)c(C)n2CC(O)Cn1nnc2ccccc21 (stereo unspecified),9%
S=C=S,10%
CCOC(=O)C1C(=O)CC(C)(O)C(C(=O)OCC)C1c1ccc(OCC)cc1 (stereo unspecified),10%
NC(=O)Cn1nnc(-c2ccc(C(F)(F)F)cc2)n1,-1%
CCN1CCN(S(=O)(=O)c2ccc(Br)s2)CC1,-5%
Cc1ccc(-c2cc(C(F)F)nc(NCC3CCCO3)n2)cc1 (stereo unspecified),8%
COc1ccc(-c2noc(C3CCCN(S(=O)(=O)c4cccc(Cl)c4C)C3)n2)cc1OC (stereo unspecified),5%
O=c1cnc2cnc(Nc3ccccc3)nc2n1C[C@H]1CCCO1,1%
Nc1cc(S(=O)(=O)O)ccc1O,10%
CCOC(=O)c1ccc(NC(=O)c2cc3ccccc3o2)cc1,4%
O=C(c1ccc2c(c1)OCCO2)N(c1ccccn1)C1CCCCC1,11%
CCOC(=O)c1sc(NC(=O)CSc2nnc(-c3ccco3)n2CC)c(C(=O)OCC)c1C,11%
CCOc1cc(C)nc(Oc2ccc(=O)[nH]n2)n1,0%
CN(C)c1ncnc2ccc(-c3ccc4c(c3)OCO4)cc12,2%
CC(=O)N1CCN(c2ccc(NC(=O)c3ccc4c(c3)OCO4)cc2)CC1,-1%
CCOC(=O)C1=C(C)N(C)C(=O)NC1c1cc2c(cc1Br)OCO2 (stereo unspecified),0%
# Continued:
SMILES,AmpC det inh
COc1ccc(-c2nnc(SCC(=O)Nc3ccccc3OC)o2)cc1,-5%
CC(C)CNC(=O)C1CCN(c2ccc(S(=O)(=O)N3CCOCC3)cc2)CC1,10%
Cc1cc(C)nc(SCc2nnc(SCc3ccccc3Cl)o2)n1,-5%
O=C(CSc1nc2ccccc2[nH]1)Nc1cc(C(F)(F)F)ccc1N1CCOCC1,-7%
CCCCOP(=O)(c1ccc(N(C)C)cc1)C(O)c1ccccc1F (stereo unspecified),0%
CNC(=O)CN(C1CCCCC1)S(=O)(=O)c1ccc(F)cc1,-4%
COc1ccccc1CN1CCCC2(CCN(C(=O)Oc3ccccc3)CC2)C1,0%
CCOC(=O)C1=C(C)N(C2CCCCC2)C(=O)C1,-1%
CCOc1ccc(-c2noc(CCC(=O)NC)n2)cc1OCC,-3%
O=CN1CC(=O)N(c2ccccc2)c2c([nH]c3ccccc23)C1,-3%
O=C(Nc1ccc(-c2nc3ccccc3o2)cc1)c1ccc2c(c1)OCO2,-2%
C[C@H](NC[C@H](O)CP(=O)(O)CC1CCCCC1)c1ccc(Cl)c(Cl)c1,-2%
COc1ccc(-c2nc3ccccc3s2)cc1O,-7%
CCC(=O)[C@@]1(C)[C@H](C)C[C@@H]2[C@@H]3CCC4=CC(=O)C=C[C@@]4(C)[C@H]3[C@H](O)C[C@]21C,-2%[12.8 µM]
CCOc1ccc(-n2c(SCC(=O)Nc3nccs3)nc3c(c2=O)SCC3)cc1,12%
CCOCCCNC(=O)C(C)NS(=O)(=O)c1ccc(C)cc1 (stereo unspecified),1%
CS(=O)(=O)N(CC(=O)N1CCCCCC1)c1cccc(Br)c1,8%
CC(=O)c1c(COC(=O)c2cccnc2)nc2ccccc2[n+]1[O-],-1%
C=CCSC1=C(C#N)C2(CCCCC2)C(C#N)C(=O)N1 (stereo unspecified),5%
CC(=O)c1cc(F)c(N2CCCC2)cc1C,4%
Cc1cccc(OCC2=N/C(=C\N(C)C)C(=O)O2)c1,5%
COc1ccc(-n2c(C)cc(C(=O)Cn3c(NCCO)nc4ccccc43)c2C)cc1,-1%
Cc1cc(SCC(=O)Nc2c(C)n(C)n(-c3ccccc3)c2=O)n2c(nc3ccccc32)c1C#N,-2%
COCCn1c(=O)[nH]c2cc(C(=O)NCCCN3CCN(c4ccc(F)cc4)CC3)ccc2c1=O,0%
Cc1cc(Cl)ccc1OCC(=O)OC(C)C(=O)NC(N)=O (stereo unspecified),-2%
# Continuation:
SMILES,AmpC det inh
CS(=O)(=O)Nc1nnc(Cc2ccccc2)s1,-3%
CN1CCN(c2ccc([N+](=O)[O-])c3[nH]o[n+](=O)c23)CC1,-7%[5.75 µM]
CC(=O)Nc1nc(=S)n(-c2ccccc2)[nH]1,-1%
Cc1nc2c(cnn2-c2ccc(Cl)cc2)c(=O)n1-c1ccc2c(c1)OCCO2,-5%
COc1ncnc2c1oc1nc(C(C)C)c3c(c12)CC(C)(C)OC3,15%
S=C(Nc1ccccc1)Nc1nccs1,-3%
O=C(O)C1C2CCC(C2)C1C(=O)NCc1ccco1 (stereo unspecified),6%
O=C(CCC(=O)N(Cc1ccco1)C(C(=O)NC1CCCC1)c1ccncc1)Nc1cccnc1 (stereo unspecified),9%
CCc1nnc(NC(=O)CSc2nnc(Cc3ccccc3)o2)s1,-5%
CCc1nnc(NC(=O)CCC(=O)O)s1,10%
COc1ccccc1CCn1c(=O)c(-c2cccs2)nc2cncnc21,0%
O=C(Cn1cnc2c(nnn2Cc2ccccc2)c1=O)NCc1ccco1,16%
CN1CCN(c2cc(-c3ccccc3C(F)(F)F)ncn2)CC1,13%
Cc1cccc(Nc2nc(NC(C)C)nc(Oc3ccc(=O)n(C)n3)n2)c1,-6%
COc1ccccc1NC(=O)CNS(=O)(=O)c1ccccc1,0%
Cc1ccc(C(C)n2cc(C(=O)NCc3cccnc3)nn2)cc1 (stereo unspecified),10%
Cc1cc(C)nc(N(C#N)CC(=O)N2CCC(C(N)=O)CC2)n1,-1%
Clc1ccc(Cc2noc(CN3CCN(c4ccccc4)CC3)n2)c(Cl)c1,0%
Cc1ccc(OC(C)c2nnc(N)s2)cc1Cl (stereo unspecified),-3%
Cc1cnn(C2CCN(C)CC2)c1N,-12%
O=C1c2ccccc2C(=O)C12Cc1ccccc1N1CCN(c3ccccc3)CC12 (stereo unspecified),0%
CCC(=O)N1CCc2cc(S(=O)(=O)Nc3ccc4c(c3)OCCO4)ccc21,0%
c1ccc2cc3[nH]c(CN4CCOCC4)nc3cc2c1,-1%
O=C(Cn1ncc2c(=O)oc3ccccc3c21)N1CCN(c2ccccn2)CC1,-2%
CN(C)C(=O)N1CCC(C(=O)NCc2ccc(F)cc2Cl)CC1,-4%
# Next structures
SMILES,AmpC det inh
O=C(CSc1ncnc2c1cnn2-c1ccccc1Cl)N1CCN(C(=O)c2ccco2)CC1,-1%
CCN1CCN(Cc2cc(=O)oc3cc(C)cc(C)c23)CC1,-2%
N#Cc1cnn(Cc2ccccc2)c1N,-1%
CCOC(=O)c1cnc2c(-c3ccccc3)c(C)nn2c1N,-2%
COCCNC(=O)c1c(N)sc2c1CCCC2,-2%
COc1ccc(S(=O)(=O)Cc2ccccc2)cc1N,15%
CCC[C@@H]1O[C@@H]2C[C@@H]3[C@H]4CCC5=CC(=O)C=C[C@@]5(C)[C@H]4[C@H](O)C[C@@]3(C)[C@@]2(C(=O)CO)O1,-2%[12.8 µM]

# Looked up above:
# `O=C(CSc1ncnc2c1cnn2-c1ccccc1Cl)N1CCN(C(=O)c2ccco2)CC1` in AmpC det inh reads -1%
# `N#Cc1cnn(Cc2ccccc2)c1N` in AmpC det inh reads -1%

# Assay outcomes deposited in PubChem by National Center for Advancing Translational Sciences (NCATS).
